Hsp70 displacement – small molecules displacing fluorescent ligand from Hsp70 – biochemical, fluorescence polarization, primary screen (AID 583) | Hsp70 fluorescence polarization probe displacement, mP; higher % means a stronger effect | displacement, % at 20 µM; hits with a dose series show IC50 in µM | 140,000 compounds, 0.06% hits; in the data active means displacement above about 50%;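 further: plate controls were vehicle for no effect and reference ligand for full effect; a part of the inactive calls stands beside numbers as strong as those of hits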
Rat MKP-3 inhibitors – MKP-3 phosphatase inhibitors, primary screen, biochemical, rat enzyme, in vitro (AID 425); recombinant MKP-3 phosphatase activity, fluorescence; higher % means a stronger effect; 110,000 compounds, 0.17% hits; inhibition, % at 20 µM; hits with a dose series show IC50 in µM; in the data active means inhibition above about 50%;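 further: plate controls were vehicle for no effect and reference inhibitor for full effect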
The depositor's hits bear a star; x = no result given; & = joins results of further samples.

Rat MKP-3 inhibitors	Hsp70 displacement	SMILES
-3%	-1.4%	CCOc1ccc2[nH]c(=O)c(CN(CCCO)C(C)=O)cc2c1
-13%	-1.1%	Cn1c(SCC(=O)Nc2cccc(NC(=O)c3cccs3)c2)nnc1-c1ccncc1
-4%	4.1%	O=C(O)COc1ccccc1C1C2C(=O)N(c3ccccc3)C(=O)C2ON1c1ccccc1 (configuration not stated)
-5%	-2.8%	COc1ccc(S(=O)(=O)N(C)CC(=O)Nc2ccc(F)cc2)cc1
x	0.9%	Cc1cc(C)n(C(=O)CCCCCCCCC(=O)n2nc(C)cc2C)n1
x	-8.0%	CC1CCCN(C(c2cccs2)c2nnnn2Cc2ccccc2)C1 (configuration not stated)
3%	-2.1%	O=C(c1cccc(Cl)c1)N1CCN(c2ccc([N+](=O)[O-])cc2Cl)CC1
-1%	4.2%	Cc1ccc(-c2c3c(=O)n(C)c(=O)n(C)c3cn2CCCN2CCOCC2)cc1
x	-3.2%	COc1ccc(CN2C3CCCC2CC(NC(=O)Nc2cccc(C)c2)C3)cc1 (configuration not stated)
-1%	4.9%	COc1ccccc1NC(=O)Cc1nn(C)c(=O)c2ccccc12
-11%	0.6%	Fc1ccc(-c2nnc(Cc3nnc(-c4ccc(F)cc4)o3)o2)cc1
-12%	-1.3%	Cc1ccc2c(c1)NCCO2
2%	-1.0%	O=C(NCc1cccnc1)c1cc2nc3c(c(C(F)(F)F)n2n1)CCc1ccccc1-3
x	0.7%	C=CCOc1c(Br)cc(CNc2nccs2)cc1OC
-9%	x	COc1cc(S(=O)(=O)N2CCN(Cc3ccc4c(c3)OCO4)CC2)c(C)cc1C
1%	6.4%	Cn1ccnc1-c1ccc(-c2nccn2C)cc1
11%	-2.1%	O=C1c2cccc3cccc(c23)C(=O)N1CCSc1nc2sc3c(c2c(=O)[nH]1)CCCC3
6%	2.1%	O=C(CC1SC(=O)NC1=O)Nc1ccccc1 (configuration not stated)
0%	2.8%	O=C(ON1C(=O)c2ccccc2C1=O)c1ccccc1[N+](=O)[O-]
-9%	-3.4%	CCn1c(Cc2ccccc2)nnc1SCC(=O)Nc1ccccc1

The final 3 records of the section above come first, to join the parts.
Rat MKP-3 inhibitors	Hsp70 displacement	SMILES
6%	2.1%	O=C(CC1SC(=O)NC1=O)Nc1ccccc1 (configuration not stated)
0%	2.8%	O=C(ON1C(=O)c2ccccc2C1=O)c1ccccc1[N+](=O)[O-]
-9%	-3.4%	CCn1c(Cc2ccccc2)nnc1SCC(=O)Nc1ccccc1
-4%	x	Cc1ccccc1OCc1nnc2n1CC(C)S2 (configuration not stated)
1%	3.9%	COc1ccc(/C=N/O)cc1COc1ccc(NC(C)=O)cc1
2%	0.5%	COc1cc(CN2CCN(CC3CC4C=CC3C4)CC2)cc(OC)c1O (configuration not stated)
x	-12%	CCOC(=O)/C(=C\c1cccnc1)C(=O)c1cc(C(C)=O)c(Nc2ccccc2)s1
-14%	-1.4%	Cc1c(NC(=O)COC(=O)C2CC3C=CC2C3)c(=O)n(-c2ccccc2)n1C (configuration not stated)
-4%	-2.6%	O=c1oc(-c2ccco2)nc2ccc(Br)cc12
3%	-0.7%	COC(=O)c1ccc(NC(=O)CC(c2ccccc2)c2ccccc2)cc1
-8%	-1.1%	O=C(CCN1C(=O)COc2ccccc21)N1CCN(c2ccccn2)CC1
-2%	-3.2%	O=C(NCc1ccoc1)c1ccc(NC(=O)c2ccccc2Cl)cc1
2%	-0.8%	Cc1cc2c(cc1C)CN(c1cccc(C(=O)N/N=C/c3ccc(N(C)C)cc3)c1)C2
-4%	-1.5%	CCCCc1c(O)nc(SCC(=O)c2ccccc2)[nH]c1=O
1%	2.6%	Cc1ccccc1OCc1nc2ccccc2c(=O)n1/N=C/c1ccco1
2%	9.0%	CC(NC(=O)c1ccccc1)C12CC3CC(CC(C3)C1)C2 (configuration not stated)
-8%	-1.5%	COC(=O)c1[nH]c2cc(OC)ccc2c1NC(=O)CCN1CCCC(C)(C)C1
x	6.8%	COc1ccc(CCNC(=O)c2nnn(-c3cc(C)cc(C)c3)c2N)cc1OC
0%	-1.8%	CCCOc1ccc(N2C(=O)CC(N(Cc3ccc(OC)cc3)C(=O)/C=C/C(=O)O)C2=O)cc1 (configuration not stated)
-1%	-4.9%	CCOC(=O)CC(=O)Nc1nc2ccc(Br)cc2s1
-3%	x	Cc1[nH]c(=O)[nH]c(=O)c1S(=O)(=O)N1CCC(C(=O)N2CCN(Cc3ccccc3)CC2)CC1
11%	-2.7%	C=CCN=c1sc(C(=O)OC)cc(=O)n1CC=C
-4%	-0.2%	Cc1ccc(Cl)cc1NC(=O)CSc1nc2ccccc2s1
0%	-0.1%	Cc1ccc(NC(=O)CCc2c(C)nc3ncnn3c2C)nc1
1%	2.3%	Cc1c(O)ccc2c1oc(=O)c1ccccc12
3%	-5.5%	CCN(CC)C(=O)c1csc(Nc2ccc(C)cc2)n1
0%	2.5%	Cc1ccc(/C(N)=N/OC(=O)c2ccccc2F)cc1
-14%	4.8%	O=C(Nc1ccccc1N1CCN(C(=O)c2ccccc2)CC1)c1cc2ccccc2o1
-4%	-2.4%	O=C(Cn1c(=O)oc2cc(S(=O)(=O)N3CCOCC3)ccc21)N1CCc2ccccc2C1
2%	-2.4%	CCOc1ccccc1/C=C(/NC(=O)c1ccccc1)C(=O)N1CCOCC1
-6%	-3.5%	O=C1Nc2ccccc2C12OCCCO2
-8%	-0.6%	COc1ccc(CCNC(=O)c2nnc(Cc3c(F)cccc3Cl)o2)cc1OC
-1%	5.7%	CCOC(=O)c1c(NC(=O)CCc2ccccc2)sc(C(=O)Nc2cc(C(F)(F)F)ccc2Cl)c1C
4%	-3.1%	COc1ccccc1N1CCN(/N=C\c2ccc(N(C)C)cc2)CC1
5%	-2.8%	CC1(C)CC(=O)C2=C(C1)Nc1ccccc1N(C(=O)c1ccccc1)C2c1cccc(F)c1 (configuration not stated)
-10%	x	O=C(Nc1cccc2c1CCCC2)C1CCCN(S(=O)(=O)c2cccc3nonc23)C1 (configuration not stated)
-16%	0.6%	COC(=O)N1CCN(c2ccc(C(C)=O)cc2)CC1
-6%	-0.8%	Cc1cc(C)cc(N(C(=O)CNC(=O)c2ccco2)C(C(=O)NC2CCCC2)c2cccnc2)c1 (configuration not stated)
0%	1.3%	O=C1c2ccccc2C(=O)N1c1cccc(S(=O)(=O)N2CCCCC2)c1
-10%	22%	CCOC(=O)/C(C(N)=NC(C)C)=C(\O)c1ccccc1
-3%	x	CCC(=O)c1cc(F)c(N2CCN(S(=O)(=O)c3ccccc3)CC2)cc1C
1%	-0.9%	CCOc1ccc(N(CC(=O)Nc2ccccc2C(F)(F)F)S(C)(=O)=O)cc1
3%	9.5%	N#CCCS(=O)(=O)c1nnnn1-c1ccccc1
-3%	1.0%	Cc1ccc(Nc2nc(N)nc(CSc3nccn3C)n2)c(C)c1
1%	2.0%	CCOc1ccc(NC(=O)C2CC(=O)N(CC)C(=Nc3ccc4c(c3)OCO4)S2)cc1 (configuration not stated)
4%	2.2%	O=C(Cc1ccccc1)Nc1ccc(-c2ccccc2)cc1[N+](=O)[O-]
-1%	4.9%	O=c1/c(=C/c2ccc(-c3ccc(Cl)cc3Cl)o2)sc2nc3ccccc3n12
4%	-59%	COc1cc(/C=C(\C#N)c2nc3ccc(C)cc3[nH]2)cc(OC)c1O
0%	1.7%	O=C(Nc1ccon1)c1cccc(S(=O)(=O)N2CCCC2)c1
-8%	-8.5%	COCCn1c(SCC(=O)Nc2ccccc2)nc2c1c(=O)[nH]c(=O)n2C
-8%	7.6%	O=C(O)CC(NC(=O)c1ccccc1NC(=O)c1ccccc1)C(=O)O (configuration not stated)
0%	-0.1%	CCOC(=O)c1sc(NC(=O)/C=C/c2ccc(F)cc2)c(C(=O)OCC)c1C
4%	-0.3%	CNC(=O)/C=C/c1ccc2c(c1)OCO2
1%	-0.9%	COc1cc(OC)c(NC(=O)c2ccccc2C)cc1Cl
4%	0.1%	COc1cc(C(=O)N2CCCc3ccccc32)c([N+](=O)[O-])cc1OC
3%	-6.7%	COc1ccc(CN2CCN(C(=O)c3ccc(F)cc3)CC2)cc1Br
0%	2.9%	CCOC(=O)c1[nH]c(C)c(C(=O)O)c1C
3%	-2.2%	CCOC(=O)N1CCN(S(=O)(=O)c2cc(C)c(C)cc2C)CC1
6%	-3.5%	COC(=O)C1=C(C)N(C)C(C)=C(C(=O)OC)C1c1ccc(OCc2ccccc2)c(OC)c1
-15%	1.8%	Cc1cccc(C)c1NC(=O)N1CCC(c2nc3ccccc3o2)CC1
4%	-67%	CCOc1ccc(C2C(C#N)=C(N)SC(N)=C2C#N)cc1OC
-5%	x	CCC1CCCCN1CCNC(=O)C1CCN(S(=O)(=O)c2c(C)noc2C)CC1 (configuration not stated)
-2%	-2.1%	COc1ccc(C2C(C(C)=O)=C(O)C(=O)N2c2nc3ccccc3s2)c(OC)c1 (configuration not stated)

Carrying on.
Rat MKP-3 inhibitors	Hsp70 displacement	SMILES
6%	2.5%	CCOC(=O)N1CCN(c2c(NCCc3ccc(OC)c(OC)c3)c(=O)c2=O)CC1
0%	-1.8%	COC(=O)c1ccccc1NC(=O)Cn1c(SC)nc2ccccc21
-5%	2.8%	CN1CCN(C2=C(Cl)C(=O)N(c3ccc(Cl)cc3)C2=O)CC1
3%	-9.1%	COC(=O)c1ccc(/C=C2/Sc3ccccc3C2=O)cc1
-1%	4.1%	CCOCCP(=O)(c1ccccc1)c1ccccc1
0%&2%	2.5%&6.5%	COc1ccc(OC)c(C2NC(=O)NC(C)=C2C(=O)Nc2ccc(C)cc2)c1 (configuration not stated)
-6%&-1%	-1.9%&2.6%	COc1cc(C(=O)n2nc(C)cc2C)cc(OC)c1OC
3%	-0.2%	O=C(O)CN1C(=O)/C(=C\c2ccc(OCc3ccccc3)cc2)SC1=S
-3%	5.1%	Cc1cc(C(F)F)n2ncc(C(=O)NCc3ccccc3)c2n1
1%	5.5%	O=C(NCc1cccs1)c1ccc(N2CCCCC2)nc1
2%	1.5%	Cc1ccc2nc(SCc3ccc([N+](=O)[O-])cc3)[nH]c2c1
x	-5.9%	C=CCN(C(C)=O)C1CC(=O)N(c2ccc(OCCC)cc2)C1=O (configuration not stated)
2%	0.4%	O=C(NC1CCCC1)c1cnc2n(c1=O)CCS2
1%	-0.7%	CN1CCN(C2=NC(=O)/C(=C/c3ccc(Cl)cc3Cl)S2)CC1
2%	4.1%	O=C(NCC(=O)N(CCN1CCOCC1)C(C(=O)NC1CCCC1)c1cccs1)c1ccco1 (configuration not stated)
2%	0.6%	COc1cccc(C2/C(=C(\O)c3ccc(Br)cc3)C(=O)C(=O)N2c2ccccc2)c1 (configuration not stated)
-3%	-3.9%	Cc1cccc(NC(=O)CSc2nnc(CSc3nc(C)cc(C)n3)n2Cc2ccco2)c1
-10%	1.9%	CCN(CC)CCCN1C(=O)C(=O)/C(=C(/O)c2ccc(OC)cc2)C1c1ccco1 (configuration not stated)
-1%	-5.7%	Cc1ccc(-c2csc(=S)n2CC(=O)OCC(=O)NCc2ccco2)cc1
0%	4.2%	OC(COc1ccc2ccccc2c1Br)Cn1cnc2ccccc21 (configuration not stated)

Reformatted with values under each structure: 5 of the compounds above.
The line under a structure holds: Rat MKP-3 inhibitors | Hsp70 displacement
OC(COc1ccc2ccccc2c1Br)Cn1cnc2ccccc21 (configuration not stated)
    0% | 4.2%
COc1cccc(C2/C(=C(\O)c3ccc(Br)cc3)C(=O)C(=O)N2c2ccccc2)c1 (configuration not stated)
    2% | 0.6%
O=C(O)CN1C(=O)/C(=C\c2ccc(OCc3ccccc3)cc2)SC1=S
    3% | -0.2%
COc1ccc(OC)c(C2NC(=O)NC(C)=C2C(=O)Nc2ccc(C)cc2)c1 (configuration not stated)
    0%&2% | 2.5%&6.5%
COC(=O)c1ccccc1NC(=O)Cn1c(SC)nc2ccccc21
    0% | -1.8%

Quoted at random: 5 records from the list
Rat MKP-3 inhibitors	Hsp70 displacement	SMILES
3%	-6.7%	COc1ccc(CN2CCN(C(=O)c3ccc(F)cc3)CC2)cc1Br
-1%	5.7%	CCOC(=O)c1c(NC(=O)CCc2ccccc2)sc(C(=O)Nc2cc(C(F)(F)F)ccc2Cl)c1C
-5%	x	CCC1CCCCN1CCNC(=O)C1CCN(S(=O)(=O)c2c(C)noc2C)CC1 (configuration not stated)
-14%	-1.4%	Cc1c(NC(=O)COC(=O)C2CC3C=CC2C3)c(=O)n(-c2ccccc2)n1C (configuration not stated)
-8%	-1.5%	COC(=O)c1[nH]c2cc(OC)ccc2c1NC(=O)CCN1CCCC(C)(C)C1

Other records follow:
Rat MKP-3 inhibitors	Hsp70 displacement	SMILES
-5%	-2.7%	c1csc(C(c2nnnn2C2CCCC2)N2CCOCC2)c1 (configuration not stated)
3%	-0.6%	COc1ccc(CCNc2ncnc3[nH]ncc23)cc1OC
-8%	-1.1%	COc1ccc(-n2c(SCC#N)nnc2-c2cccnc2)cc1
2%	-3.8%	Cn1cc(/C=C2/SC(=Nc3ccccc3)NC2=O)c2ccccc21
4%	-1.4%	CN(CC(=O)N1c2ccc(Cl)cc2NC(=O)c2ccccc21)CC(O)c1ccccc1 (configuration not stated)
2%	-2.0%	CCCc1ccc(-c2nc(-c3ccccn3)no2)cc1
-9%	-6.6%	Cc1cccc(Nc2ccccc2)c1
-6%	0.6%	CCCCn1nnc(NC(=O)c2ccco2)n1
-2%	-3.1%	COc1ccc(CN2CC(C(=O)NCCCOC(C)C)CC2=O)cc1 (configuration not stated)
-10%	2.4%	CCOC(=O)N1CCC(N2C(=O)c3ccc(C(=O)NCc4ccco4)cc3C2=O)CC1
-3%	2.9%	CC(=O)Nc1cnn(Cc2ccc(Br)cc2)c1
-8%	4.8%	COc1cc(OC)cc(C(=O)NC2CC3CCC(C2)N3Cc2ccco2)c1 (configuration not stated)

Screening results deposited in PubChem by Sanford-Burnham Center for Chemical Genomics.

Some of the compounds tested; count on the stated rates, not on these rows.
